Nrf2 inh = blocks Nrf2 signaling | 2.1% of 360,000 active | Potency, µM (series often up to 46 µM), without a hit: at the highest dose activity change, negative = inhibition, most hits filed as inhibitors | A549 ARE-Fluc reporter, luciferase luminescence, 18-24 h | AID 504444; further: potency means the concentration at half of the fitted maximal effect; on the % scale 0 is the no-effect control and ±100 the full control effect; nearly all actives have a fitted effect of over 60% in size
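Reporter: ARE-Fluc in A549. Exposure: 18-24 h, 37 °C, 5% CO2, 5% FBS OPTI-MEM. Readouts: fluorescent cytotoxicity (CellTiter-Fluor), then luminescent Nrf2 signal after BugLite.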
A549 viability = A549 cytotoxicity, counter-screen for Nrf2 inhibitors; 0.16% of 390,000 active; A549 ARE-Fluc cells, CellTiter-Fluor viability, 18-24 h; Potency, µM (highest dose often 46 µM), for the others: at the top dose activity change, negative = cytotoxicity, actives largely listed as inhibitors; further: potency means the concentration at half of the fitted maximal effect; on the % scale 0 is the no-effect control and ±100 the full control effect
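Cytotoxicity counterscreen: CellTiter-Fluor fluorescence was measured in A549 ARE_Fluc cells after 18-24 h of compound exposure in a concentration series. The subsequent BugLite luminescent read reports ARE-luciferase activity.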
CCT modulator = changes cytosolic chaperonin activity | 0.3% of 360,000 active | purified chaperonin ATPase assay, HTRF ADP detection, 30 min | AID 651819 | activity change, % (concentration not given with the values), hits read low; in the data active means activity change below about -30%; further: on the % scale 0 is the no-effect control and ±100 the full control effect
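We incubate TRiC, 40 or 20 nM final, with library compounds at 76 uM and 10 uM ATP for 30 min at 37 °C. ADP formed is detected with Transcreener HTRF reagents after 30 min at room temperature.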
TGFb SMAD3 inh = inhibitors of TGF-b signaling; HepG2 CAGA-GFP TGF-b/SMAD3 reporter, GFP fluorescence, 18 h; TGF-beta stimulated, 500 pg/mL final; Potency, µM (series often up to 46.1 µM), inactives show at the top dose activity, negative = inhibition, most hits filed as inhibitors; 1.2% of 410,000 active; AID 588855; further: potency means the concentration at half of the fitted maximal effect; on the % scale 0 is the no-effect control and ±100 the full control effect; nearly all actives have a fitted effect of over 65% in size
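HEPG2 CAGA-GFP cells (1000/well, DMEM with 1% FBS) were pre-incubated 2 h at 37 degrees C, given compound by pin tool, then stimulated with TGF-beta at 500 pg/mL final for 18 h before per-cell GFP fluorescence imaging.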
pAkt inh = blocks phosphorylation of Akt; Neuro2A IGF-stimulated pAkt S473 HTRF, 20 min; stronger effect = lower value; activity change, % for hits at 50 µM; 0.32% of 360,000 active; in the data active means activity change below about -80%; inconclusive means mostly about -51% to -80%; further: on the % scale 0 is the no-effect control and ±100 the full control effect
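Neuro2A cells (4,500/well, DMEM with 0.5% FBS) were treated with compound at a single 50 µM final concentration, stimulated with 6 nM IGF for 20 min at 37 °C, and lysed. Phospho-Akt Ser473 was read by HTRF as 665/615 ratio ×10^4.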
Nrf2 ARE act = activates Nrf2 signaling; Potency, µM (top dose mostly 46.1 µM), inactives show at the highest dose activation, most hits filed as activators; AREc32 ARE-luciferase reporter (MCF7-derived line), luminescence, 24 h; 0.31% of 410,000 active; AID 624171; further: potency means the concentration at half of the fitted maximal effect; % of control where 0% means no effect; nearly all actives have a fitted effect of over 65% in size
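AREc32_Fluc, 1000 cells/well, OPTI-MEM + 5% FBS, o/n 37 deg C 5% CO2; 23 nL cpd by pin tool, 24 hr; Steady-Glo 30 min RT, luminescence.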
MmCpn inh = M. maripaludis TRiC chaperonin inhibition; purified Mm-Cpn ATPase, ADP Transcreener TR-FRET; Potency, µM (doses to about 76.9 µM), for inactives: at the top dose activity, negative = inhibition, hits mostly inhibitors; 0.031% of 330,000 active; AID 504842; further: potency means the concentration at half of the fitted maximal effect; on the % scale 0 is the no-effect control and ±100 the full control effect; nearly all actives have a fitted effect of over 80% in size
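TR-FRET (320 nm excitation; 590 and 665 nm emission) reports ADP made from 10 uM ATP by 25 nM enzyme; compounds were preincubated 10 min, reaction run 30 min, both at 37°C.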
EPAC2 ag = agonists of human EPAC2 (RAPGEF4); 0.079% of 360,000 active; EPAC2 activation, biochemical qHTS; response scale: 100% = 6.5 mM cAMP response; Q8WZA2; Potency, µM (series often up to 154 µM), without a hit: at the highest dose activation, most hits filed as activators; AID 720711; further: potency means the concentration at half of the fitted maximal effect; nearly all actives have a fitted effect of over 50% in size
Target sequence (Q8WZA2 whole entry, looked up): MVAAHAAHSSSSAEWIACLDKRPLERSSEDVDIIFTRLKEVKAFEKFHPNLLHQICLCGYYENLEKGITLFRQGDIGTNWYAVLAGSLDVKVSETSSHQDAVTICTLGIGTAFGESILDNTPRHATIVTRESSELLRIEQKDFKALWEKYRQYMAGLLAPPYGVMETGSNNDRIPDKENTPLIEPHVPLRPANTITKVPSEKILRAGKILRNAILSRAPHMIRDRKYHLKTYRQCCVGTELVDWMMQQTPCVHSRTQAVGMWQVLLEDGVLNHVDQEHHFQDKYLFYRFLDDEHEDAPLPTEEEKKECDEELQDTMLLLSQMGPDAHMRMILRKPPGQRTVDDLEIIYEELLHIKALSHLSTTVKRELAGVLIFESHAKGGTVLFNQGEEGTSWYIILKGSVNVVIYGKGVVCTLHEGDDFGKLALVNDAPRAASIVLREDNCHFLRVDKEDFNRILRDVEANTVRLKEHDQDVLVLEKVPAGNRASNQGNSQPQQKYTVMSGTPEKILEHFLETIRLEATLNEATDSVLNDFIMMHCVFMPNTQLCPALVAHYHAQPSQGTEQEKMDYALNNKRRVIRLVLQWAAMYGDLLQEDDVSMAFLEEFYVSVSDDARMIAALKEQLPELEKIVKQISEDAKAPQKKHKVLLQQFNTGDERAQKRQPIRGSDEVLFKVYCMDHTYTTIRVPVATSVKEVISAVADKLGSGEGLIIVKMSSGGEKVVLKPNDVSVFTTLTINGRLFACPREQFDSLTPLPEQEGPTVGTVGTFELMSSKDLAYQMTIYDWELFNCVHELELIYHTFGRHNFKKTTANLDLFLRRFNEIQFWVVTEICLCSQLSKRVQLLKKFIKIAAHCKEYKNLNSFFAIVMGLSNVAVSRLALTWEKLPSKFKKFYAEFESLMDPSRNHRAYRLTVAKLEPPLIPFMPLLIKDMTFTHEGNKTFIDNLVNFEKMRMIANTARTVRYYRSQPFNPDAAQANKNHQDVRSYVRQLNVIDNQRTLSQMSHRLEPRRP
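Compounds were added across a concentration range to EPAC2 (100 nM), RAP1B-BODIPY-GDP (250 nM) and GDP (50 uM). After 5 min at room temperature, fluorescence was recorded at 5-min intervals for 30 min.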
EPAC2 antag = blocks human EPAC2 exchange factor | EPAC2 GEF exchange of Rap1B-BODIPY-GDP, fluorescence | Potency, µM (top dose mostly 114 µM), inactives show top-dose activity, negative = inhibition, hits mostly inhibitors | 0.18% of 360,000 active | AID 720708; further: potency means the concentration at half of the fitted maximal effect; on the % scale 0 is the no-effect control and ±100 the full control effect; nearly all actives have a fitted effect of over 45% in size; many of its hits are not listed in these tables
* hit, by the source's call; i = inactive; ? = inconclusive; · = no result given; [ ] = remark or other dose. Unless noted, the call rests on the fitted dose curve; in most records, active means well fitted curve in the direction sought with a large enough effect; inconclusive means small, poorly fitted or top-dose-only effect, or another doubt; inactive means no such curve, though single readings can be large; an effect the other way counts as inactive or inconclusive. These rows are one share of the data; rates above refer to the full screens.

SMILES	Nrf2 inh	A549 viability	CCT modulator	TGFb SMAD3 inh	pAkt inh	Nrf2 ARE act	MmCpn inh	EPAC2 ag	EPAC2 antag
CN1C(=O)C(O)(CC(=O)c2ccccn2)c2cc(Br)ccc21 (configuration not stated)	12%	-1%	0.2	?	·	?	0%	0%[15.6 µM]	-1%
O=Cc1c(-c2ccccc2)nc2ccccn12	6%	4%	-1.0	-1%	i	7.8%	4%	2%	0%
CC1(C)Cc2c(sc3[nH]c(=S)n(Cc4ccco4)c(=O)c23)CO1	-17%	-2%	-5.0	-14%	i	7.7%	-12%	9%	1%
O=c1nccc(N/N=C/c2ccccc2)[nH]1	-6%	-4%	1.5	-17%	i	0.4%	-5%	4%	1%
CCCN(CCC)C(=O)C(c1ccccc1)C1(O)CCCCC1 (configuration not stated)	6%	1%	-0.8	19%	i	-0.5%	·	6%	-8%
CN(C(=O)COC(=O)c1ccc(CN2CCCC2=O)cc1)c1ccccc1	23%	-1%	-1.4	-8%	i	0.2%	1%	-5%	18%
O=C(CSc1nccc(=O)[nH]1)NCc1ccco1	15%	12%	-2.2	-3%	i	6.1%	-1%	11%	-2%
O=C(NCC1CCCO1)c1onc(CSc2cccc3ccccc23)c1C(=O)O (configuration not stated)	-6%	5%	-0.8	0%	i	1.4%	-1%	4%	-29%
O=C(C[n+]1ccc(C(=O)c2ccccc2)cc1)Nc1ccc(C(F)(F)F)cc1	?	12%	-1.6	5%	i	2.7%	2%	13%	-4%
Cc1ccc(S(=O)(=O)c2ccc(Cl)cc2)cc1S(=O)(=O)N1CCOCC1	?	-7%	-0.4	-10%	i	0.0%	3%	1%	-6%
CN(C)c1ccc(N/C(=N\S(=O)(=O)c2cccs2)c2ccccc2)cc1	-13%	0%	0.2	-8%	i	0.1%	2%	7%	-16%
O=C(C[N+]1(CC#Cc2ccccc2)CCOCC1)c1ccccc1	?	-18%	-1.2	2%	i	4.6%	-2%	4%	0%
CC(=O)c1sc(NC(=O)c2ccc(F)c(F)c2)nc1C	·	-2%	-0.8	-1%	i	-0.5%	3%	2%	-2%
Cc1ncoc1C(=O)Nc1ccccc1-c1ccccc1	19%	2%	0.3	-7%	i	-0.5%	0%	-1%	4%
O=C(N/N=C/c1ccccc1[N+](=O)[O-])c1ccc2c(c1)OCCO2	?	3%	0.8	6%	i	1.7%	-1%	5%	0%
c1ccc(Nc2c(-c3c[nH]c4ccccc34)nc3ccccn23)cc1	27%[9.27 µM]	-8%	·	-16%	·	?	·	·	·
CC(=O)C1=C(O)C(=O)N(C)C1c1ccccc1[N+](=O)[O-] (configuration not stated)	-8%	4%	0.5	-13%	i	4.2%	-1%	7%	-4%
C/C(=N\NC(=O)c1ccc(Cl)cc1)c1ccccn1	3.7µM*	?	-0.6	2µM*	i	?	-2%	2%	-13%
Cc1cc2cc3c(cc2nc1SCC(=O)O)CCC3	-22%	-4%	-0.9	-19%	i	17%	-1%	0%	8%
COc1ccccc1Cc1c(-c2ccc(C)cc2)nc2cc(C)c(Br)c(C)n12	·	·	-1.7	·	i	8.7%	·	15%	7%
CC(=O)Nc1ccc(NC(=O)c2ccnn2C)cc1	?	0%	0.7	9%	i	-0.6%	·	10%	-1%
COc1ccccc1NC(=O)Cn1cc(S(=O)(=O)Cc2ccccc2)c2ccccc21	-18%	1%	·	-6%	·	3.7%	·	·	·
Nc1cc([N+](=O)[O-])ccc1OCc1ccccc1	-22%	-2%	-1.2	-9%	i	5.6%	·	0%	-4%
Cc1ccc(C2=Nc3ccccc3SC(c3cccc([N+](=O)[O-])c3)C2)cc1 (configuration not stated)	8%	-2%	0.5	7%	i	-0.9%	-1%	3%	-9%
O=C(Nc1ccccc1)c1ccncc1	-4%	2%	1.0	-4%	i	0.2%	·	2%	20%
(next part)
SMILES	Nrf2 inh	A549 viability	CCT modulator	TGFb SMAD3 inh	pAkt inh	Nrf2 ARE act	MmCpn inh	EPAC2 ag	EPAC2 antag
O=C(Nc1ccc2c(c1)OCO2)c1cccc2c1C(=O)N(Cc1cccnc1)C2	-17%	-11%	-2.0	-16%	i	3.8%	0%	2%	4%
O=C(NCC1CCCCC1)c1cccnc1	?	5%	1.7	5%	i	0.1%	1%	8%	-1%
CCOc1cc(/C=N/Nc2ncnc(Cl)c2N)ccc1O	19%	0%	-0.8	-11%	i	5.4%	-5%	5%	-1%
CSCCC1NC(=O)C(C(C)=Nc2ccccc2)=C1O (configuration not stated)	?	13%	-2.0	?	i	0.9%	·	-3%	7%
COc1ccc(CN2CCC(CNC(=O)NC3CCCCC3)CC2)cc1	-3%	-7%	0.7	3%	i	-1.0%	-2%	-2%	2%
O=C(C1=C[C@@H](c2csc3ccccc23)C[C@@H](OCc2ccc(CO)cc2)O1)N1CCN(Cc2ccc3c(c2)OCO3)CC1	?	-13%	0.1	?	i	7.5%	·	11%	8%
Cc1cccc(N(CC(=O)NCCSCc2ccccc2)S(C)(=O)=O)c1	1%	0%	-0.8	-22%	i	-1.3%	1%	7%	9%
CC1(C)CC(=O)C=C(N2CCOCC2)C1	3%	6%	-0.1	?	i	0.4%	2%	1%	7%
O=C(NCc1ccccc1)c1cc(S(=O)(=O)N2CCOCC2)ccc1F	4%	12%	0.8	6%	-114%*	-0.2%	0%	9%	-9%
Cc1nc2c(sc3nc(N4CCOCC4)c4c(c32)CC(C)(C)OC4)c(-c2ccccc2)c1C(=O)O	-20%	0%	-11	?	i	3.1%	-11%	10%	2%
COCCSc1nnc(NC(=O)c2ccc(NC(C)=O)cc2)s1	?	-5%	-5.7	12%	i	-0.5%	1%	6%	4%
COc1ccc(NC(=O)COC(=O)CCC2CCCC2)c(OC)c1	2%	-1%	-0.2	1%	i	-1.7%	1%	10%	-23%
Cc1cc(OCc2cc(C(=O)N(C)C(C)c3ccccn3)no2)cc(C)c1Cl (configuration not stated)	?	12%	-3.5	-1%	i	2.9%	-1%	4%	-14%
CNc1snc(C)c1C(=O)OC(C)C(=O)Nc1ccccc1 (configuration not stated)	?	1%	-3.3	-1%	i	-0.5%	1%	8%	11%
CC(=O)SCCC(=O)N1C(C)CCCC1C(=O)O (configuration not stated)	-5%	1%	2.0	5%	i	-1.0%	1%	13%	-4%
CC1CCCC(C)N1S(=O)(=O)c1ccc(NC(=O)CNCC2CCCO2)cc1 (configuration not stated)	7%	7%	1.5	?	i	-0.4%	0%	9%	6%
CN(C(=O)COC(=O)c1cccc(F)c1)c1ccccc1	?	0%	-2.2	1%	i	0.3%	0%	11%	5%
Cc1c(F)cccc1NC(=O)c1ccc2c(c1)CCN2S(C)(=O)=O	-5%	3%	0.1	-7%	i	-0.4%	3%	5%	0%
CCCNC(=O)Cn1nc(C(F)(F)F)c2c1CCCC2	2%	-9%	0.5	0%	i	-0.5%	0%	-1%	9%
CCc1ccc(NC(=O)CCC(=O)N2CCSc3ccccc32)cc1	5%	2%	2.6	1%	i	-0.8%	0%	15%	-2%
CC1=C(C)C(=O)N(C(C)CCc2ccccc2)C1=O (configuration not stated)	2%	18%	-2.6	-3%	i	2.1%	0%	-4%	-17%
Cc1ccc(Cl)cc1N1CCN(CC(=O)NC2CCCc3ccccc32)CC1 (configuration not stated)	12%	-3%	-5.5	?	i	3.6%	1%	3%	1%
COc1cc(CNn2cn[nH]c2=S)ccc1OCC(=O)NC(C)(C)C	-21%	-4%	0.9	2%	i	-0.2%	2%	-2%	4%
Cc1ccc(C(=O)N2c3ccccc3OCC2C)cc1 (configuration not stated)	-12%	-4%	-1.2	2%	i	-0.1%	-2%	16%	-13%
Cc1ccc(C(=O)Nc2ncccc2O)o1	?	12%	2.1	-8%	i	4.2%	2%	-4%	5%

Brought forward from above: two compounds; new compounds follow.
SMILES	Nrf2 inh	A549 viability	CCT modulator	TGFb SMAD3 inh	pAkt inh	Nrf2 ARE act	MmCpn inh	EPAC2 ag	EPAC2 antag
Cc1ccc(C(=O)N2c3ccccc3OCC2C)cc1 (configuration not stated)	-12%	-4%	-1.2	2%	i	-0.1%	-2%	16%	-13%
Cc1ccc(C(=O)Nc2ncccc2O)o1	?	12%	2.1	-8%	i	4.2%	2%	-4%	5%
CCC(C)NC(=O)Cc1ccc(NC(=O)N2CCCCc3ccccc32)cc1 (configuration not stated)	21%	-1%	·	6%	·	-0.6%	·	·	·
O=C(NCc1cccnc1)Nc1ccccc1	2%	-23%	-0.9	-18%	i	-0.1%	3%	?	4%
COc1ccc(NC(=O)CCNS(=O)(=O)c2cccc3nsnc23)c(OC)c1	1%	1%	0.4	-2%	i	-0.3%	2%	0%	8%
O=C1c2cccc3cccc(c23)C(=O)N1c1ccncc1	?	-14%	-4.4	-13%	i	-0.2%	-2%	-7%	-1%
Cc1cccc(C=NOCCc2ccccc2)n1	?	1%	0.3	1%	i	-0.2%	·	10%	-2%
O=C(NCc1nnnn1-c1ccc(Cl)cc1)c1ccc2c(c1)OCO2	·	·	-1.4	-8%	i	-2.8%	·	2%	17%
Cc1cccn2c(=O)c(C=O)c(Nc3ccccc3)nc12	1%	-1%	-1.6	-4%	i	9.8%	-1%	6%	4%
O=C(COc1ccc2ccccc2c1)N1CCCC1	?	-1%	1.6	21%	i	4.1%	1%	5%	3%
COc1ccc(CCN(CC(=O)NC2CCCC2)C(=O)CCC(=O)Nc2cc(C)on2)cc1OC	-1%	-2%	-1.2	0%	i	-0.6%	?	5%	6%

pAkt inh: entries above that show a hit.
SMILES	CCT modulator	TGFb SMAD3 inh	pAkt inh	Nrf2 ARE act	MmCpn inh	EPAC2 ag	EPAC2 antag
O=C(NCc1ccccc1)c1cc(S(=O)(=O)N2CCOCC2)ccc1F	0.8	6%	-114%*	-0.2%	0%	9%	-9%
